# PDI inh: PDI (human) enzyme inhibition. P07237. PDI insulin aggregation turbidity, A650, 90 min. inhibition, % at 10 µM. 350,000 compounds, 0.052% hits;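 active = mean inhibition across replicates of 30% or more, whatever share of single replicates reach that level; inconclusive = mean inhibition below 30% while every single replicate reaches 30%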;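 also: absorbance from insulin aggregation driven by PDI reduction with DTT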
# Target sequence (P07237 whole entry, looked up): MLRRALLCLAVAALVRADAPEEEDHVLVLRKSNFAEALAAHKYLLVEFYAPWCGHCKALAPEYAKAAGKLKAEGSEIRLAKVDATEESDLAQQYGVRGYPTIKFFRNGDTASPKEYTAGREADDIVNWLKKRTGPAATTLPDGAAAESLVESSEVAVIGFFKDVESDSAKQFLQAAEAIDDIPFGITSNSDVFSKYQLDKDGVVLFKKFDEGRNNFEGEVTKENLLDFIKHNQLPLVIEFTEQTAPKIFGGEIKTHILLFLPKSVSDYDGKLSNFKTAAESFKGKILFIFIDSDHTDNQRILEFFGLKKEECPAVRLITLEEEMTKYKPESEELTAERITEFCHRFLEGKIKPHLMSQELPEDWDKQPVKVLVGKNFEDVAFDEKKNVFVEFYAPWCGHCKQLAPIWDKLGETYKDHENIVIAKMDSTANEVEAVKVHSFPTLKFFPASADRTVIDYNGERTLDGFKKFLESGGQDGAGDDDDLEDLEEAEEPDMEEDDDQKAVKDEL
# H9c2 protect: modulators protecting cardiomyocytes from myocardial damage. 360,000 compounds, 0.63% hits. protection from H2O2 cell death, % at 20 µM. H9c2 cardiomyocytes, H2O2 injury protection, ATPLite, 2 h;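 active = compounds giving at least 50% protection of heart cells from peroxide-induced death in the single-dose screen, raw or plate-pattern-corrected value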;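 also: 0% = DMSO wells with peroxide and 100% = DMSO wells without peroxide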
# aDG glyco act: increases alpha dystroglycan glycosylation | activation, % at 10 µM | AID 624168 | 360,000 compounds, 0.22% hits | Pro5-aDG cells, alpha-DG glycosylation AlphaScreen (IIH6); 0% Pro5, 100% B10-LARGE cell signal;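 active = activation of at least 8% versus controls, or a plate z-score of at least 8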;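 also: Pro5 are CHO cells carrying HIG-tagged alpha-DG that lacks glycosylation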
# MC4R antagonist: blocks human MC4R cAMP signaling. P32245. AID 540295. MC4R-expressing cells, MTII-stimulated cAMP, LANCE TR-FRET. 360,000 compounds, 0.48% hits. inhibition, % at 6.5 µM;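 active = inhibition above its plate's cutoff, the mean of tested wells on that plate plus 3 SD, cut at about 29% in these data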;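 also: 0% = Melanotan II alone and 100% = Melanotan II plus saturating MCL0020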
# Target sequence (P32245 whole entry, looked up): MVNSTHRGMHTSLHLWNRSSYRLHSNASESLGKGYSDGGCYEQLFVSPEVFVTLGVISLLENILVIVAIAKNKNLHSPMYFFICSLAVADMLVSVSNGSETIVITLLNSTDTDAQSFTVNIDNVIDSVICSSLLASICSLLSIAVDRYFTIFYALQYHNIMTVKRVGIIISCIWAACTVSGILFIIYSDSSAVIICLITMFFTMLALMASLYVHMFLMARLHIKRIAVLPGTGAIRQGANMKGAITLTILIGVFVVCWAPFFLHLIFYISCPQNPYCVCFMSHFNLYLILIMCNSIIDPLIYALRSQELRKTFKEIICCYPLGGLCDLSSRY
#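 Assay system: U2OS cells stably expressing human melanocortin 4 receptor (MC4R) / Dosing: 6.5 µM / Timing: compound 30 min, challenge 1 h, detection 1 h / Measured by: Eu-cAMP/anti-cAMP TR-FRET, emission 671 nm / Replicates: singlicate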
# Vif imaging: HIV Vif inhibition; HEK293T cells, Vif self-association by quenched fluorescence, imaging, 24 h; inhibition, % at 7.49 µM; 340,000 compounds, 0.35% hits; AID 602346; in the data active = inhibition above about 50%, passing the limit was not always enough; inconclusive = no clear call, values can overlap the other calls; inactive = below about 31%; also: some results filed as inactive read as strong as hits
# CaV13 ICDI inh: Disruptors of the CACNA1D IQ motif to Ca2+-dependent inactivation inhibitor domain association, primary screening, Förster resonance energy transfer in intact living …. HEK cells, CFP/YFP FRET ICDI-IQ, plate reader, 10 min; percent FRET-ratio fall versus neutral wells. AID 743397. 340,000 compounds, 0.098% hits. inhibition, % at 12.3 µM;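 active = mean replicate inhibition of at least 30% and at least 1% of replicates passing that level; inconclusive = only one of the two criteria is met; inactive = neither criterion is met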;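 also: 0% = median of the neutral control wells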
# MC4R barr agon: agonists of human melanocortin 4 receptor (MC4R) beta-arrestin. P32245. U2OS MC4R beta-arrestin complementation, luminescence; percent of melanotan II response, DMSO zero. activation, % at 8.9 µM. 360,000 compounds, 0.98% hits. AID 540308;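 active = activation above a per-plate cutoff, the mean activation of sample wells on that plate plus 3 SD, cut at about 8% in these data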
# N-glyco inh: blocks N-linked glycosylation in D54 reporter cells. D54 ERlucT glycosylation luciferase reporter, 24 h; percent of 100 nM tunicamycin response. reporter increase, % at 12.5 µM. 360,000 compounds, 0.23% hits;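 active = mean luciferase reporter signal, scaled so untreated is 0 and the glycosylation-blocking control 100, at or above a set limit in every replicate; inconclusive = mean reaches the limit but not every replicate does; inactive = mean below the limit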;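 also: luciferase carries N-glycosylation sites so blocking glycosylation raises the light; 0% = median of neutral control wells and 100% = median of 100 nM tunicamycin wells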
# HTR2A ag: agonists of mouse serotonin 5-HT2A receptor (HTR2A) | P35363 | CHO-K1 mHTR2A beta-arrestin complementation, luminescence; percent of 30 µM serotonin response | activation, % at 7.6 µM | 360,000 compounds, 0.66% hits;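 active = activation above a run cutoff, the mean activation of all tested compounds plus 3 SD, cut at about 14% in these data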;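 also: 0% = plate median of compound wells and 100% = 30 µM serotonin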
# ABCB6 inh MLPCN: inhibitors of human ABC transporter ABCB6 | Q9NP58 | K562-ABCB6 porphyrin accumulation, flow cytometry, 1 h; stronger effect = lower value | fluorescence ratio to DMSO, % at 10 µM | 360,000 compounds, 0.19% hits;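 active = fluorescence ratio to DMSO below 75%, the collection mean minus 3 SD; inconclusive = too few cells collected in the well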;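 also: signal is porphyrin accumulated inside mitochondria; 100% equals median channel fluorescence of DMSO control wells; lower ratio means ABCB6 inhibition with less porphyrin fluorescence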
# * marks the source's active call; other numbers are inactive results; ? = inconclusive; nt = not tested or not shown. Rows are unselected. About 3.6% of those tested had a hit in this group.
Molecule	Vif imaging	aDG glyco act	MC4R antagonist	MC4R barr agon	H9c2 protect	PDI inh	CaV13 ICDI inh	ABCB6 inh MLPCN	HTR2A ag	N-glyco inh
C/C(=N\NC(=O)c1c(Cl)cnn1C)c1cccc(NC(=O)C(C)C)c1	-2	-0.1	12	0.3	-1	5	-5	101	0	0
O=C(COC(=O)CCS(=O)(=O)c1ccccc1)Nc1cc(S(=O)(=O)N2CCCCC2)ccc1Cl	1	-0.2	14	-3.0	-2	-1	-7	97	-2	0
CC(=O)c1c(C)[nH]c(C(=O)OCC(=O)N2CCc3ccccc32)c1C	14	0.2	-5	0.5	-5	6	-4	95	4	6
COc1cc(Cl)ccc1OCc1cc(C(=O)N[C@H]2CCCCNC2=O)no1	-3	0.1	10	-1.7	-1	-6	-15	106	7	-1
Cc1ccsc1/C=N/NC(=O)c1ccco1	4	-0.2	10	-1.1	-3	3	-6	101	0	3
Cc1nn(C)c(Cl)c1CN1CCCC(CO)(Cc2ccccc2)C1 (stereo not drawn)	4	0.6	-2	-2.6	2	4	1	99	0	0
COc1ccc(C(=O)CC(=O)c2ccccc2)cc1	9	-0.2	3	-0.2	13	0	-5	97	-3	-4
CC1=NN(c2ccccc2)C(=O)/C1=C\c1cc(C)n(-c2cccnc2)c1C	-8	-0.1	0	-1.2	-3	7	-4	89	0	0
CCOC(=O)CC1C(=O)NCCN1C(=O)c1cc2c(=O)n3cccc(C)c3nc2s1 (stereo not drawn)	nt	-0.3	-6	-0.7	8	nt	-6	93	8	2
O=C(NCC1([N+](=O)[O-])CN(C(=O)c2ccccc2)CN(C(=O)c2ccccc2)C1)c1ccccc1	-9	-0.4	0	-1.1	6	6	-20	100	1	0
CN(NC(=O)c1ccc(Cl)cc1Cl)C1=NS(=O)(=O)c2ccccc21	nt	0.1	0	-1.2	4	nt	-5	96	0	2
CCOC(=O)C1(C)Oc2cccnc2NC1=O (stereo not drawn)	-4	-0.2	18	-2.5	-1	-4	-2	102	3	0
CCC/C(=N/NC(=O)c1ccccc1Cl)c1ccccc1	0	-0.1	0	-0.6	-5	9	-3	99	1	-1
NS(=O)(=O)c1ccc(NC(=O)CCCC(=O)O)cc1	0	-0.2	13	-0.9	8	-6	-5	96	-2	1
CCCN1C=CC(=CC=C(C#N)C#N)C=C1	?	0.1	-20	1.0	2	7	-4	98	3	1
CCN(C(=O)CSc1nnc(-c2ccco2)n1Cc1ccccc1)C1CCS(=O)(=O)C1 (stereo not drawn)	16	-0.2	1	-0.6	1	-4	-6	94	1	2
CNC[C@@H]1Oc2cc(Br)ccc2S(=O)(=O)N([C@@H](C)CO)C[C@H]1C	-8	0.1	-2	0.1	2	-1	-7	99	-1	1
COC(=O)CNC(=O)C1CCCN1C(=O)OC(C)(C)C (stereo not drawn)	6	0.1	3	-2.0	-1	-2	-3	104	1	0
O=C(COc1cccc2ccccc12)N/N=C/c1ccc(Sc2nc3ccccc3s2)o1	-11	0.1	9	-0.7	-7	0	-3	96	6	0
O=C(CCCOc1ccccc1)Nc1cccnc1	2	-0.2	14	0.1	-7	6	-6	88	-1	1
CC(Oc1ccccc1F)C(=O)NNC(=O)c1cccc(S(=O)(=O)N2CCN(C)CC2)c1 (stereo not drawn)	-6	-0.1	-3	-0.5	6	-10	-5	90	7	1
Nc1nonc1-n1nnc(C(=O)N/N=C/c2ccco2)c1CSc1ccccc1	12	-0.3	-2	7.6	1	-2	-4	75	8	2
CCOC(=O)N1CCN(C(=O)c2cc3c(s2)-c2ccccc2OC3)CC1	-2	0.0	24	-0.2	-4	-5	-6	100	0	1
C[C@H]1CN([C@@H](C)CO)S(=O)(=O)c2ccc(Br)cc2O[C@H]1CN(C)C(=O)Cc1ccncc1	8	0.3	nt	nt	3	nt	-7	100	3	4
CC(C)OC(=O)CCc1nc2ccccc2[nH]c1=O	4	-0.1	-5	-1.1	1	11	nt	93	2	-2
CC(=O)c1cccc(NC(=S)N2CCC(Cc3ccccc3)CC2)c1	4	0.4	28	-1.4	-17	0	-2	97	-1	-4
CC(=O)NS(=O)(=O)c1ccc2c(c1)C(=O)c1cc(S(=O)(=O)NC(C)=O)ccc1-2	10	0.0	15	1.8	4	0	-4	97	1	0
OC[C@@H]1CN(CCN2CCOCC2)C[C@H](n2cnc3c(NC4CCC4)ncnc32)O1	3	0.3	13	-0.9	1	-5	-10	100	-4	0
CCOc1cc(C2C(C(=O)N3CCCCC3)=C(C)NC3=C2C(=O)CC(C)(C)C3)ccc1O (stereo not drawn)	-4	0.0	3	-0.4	4	7	-5	98	0	0
COc1cc(NC(=O)CN2CCN(c3ccccc3F)CC2)cc(OC)c1	1	0.0	-2	-1.0	1	0	-2	96	-4	4
C[C@@H]1C2CC(C/C2=N\NC(=O)c2ccncc2)C1(C)C (stereo partly drawn)	-24	0.3	5	-4.3	-4	0	-2	98	-2	1
Cc1cccc(CN2[C@H](COCc3ccccc3)C=CS2(=O)=O)c1	nt	-0.2	nt	nt	1	nt	-4	94	-5	-3
COc1ccc(OC)c(NC(=O)N2CCc3ccccc3C2)c1	4	0.1	0	-4.0	-2	4	-6	101	-6	1
CCOC(=O)c1sc(NC(=O)c2ccc(S(=O)(=O)N(CC)CC)cc2)nc1C	-11	-0.5	-2	-1.3	-8	4	-4	93	0	-2
O=C(c1c(Cl)cccc1Cl)N1CCN(c2cccc3[nH]ccc23)CC1	-17	-0.2	8	-0.5	6	-32	-4	100	5	-2
COc1ccc(-c2cc(C(F)(F)F)nc(N3CCN(C)CC3)n2)cc1	-11	1.5	2	1.0	-11	-12	-8	94	-12	-1
Cn1c(SCC(=O)NNC(=O)c2ccc(Cl)cc2)nnc1-c1cccnc1	-10	0.1	9	-1.1	7	-2	-6	89	4	0
O=C1NC2(CCCC2)C(=O)N1CCS(=O)(=O)Oc1ccccc1	-4	0.1	6	-0.5	-3	-1	0	270	6	1
COc1ccc(OCc2cc(C(=O)NC3CCc4ccccc43)no2)c(Cl)c1 (stereo not drawn)	10	-0.1	-4	0.3	-2	0	-4	97	-1	-1
C=C1SC(=Nc2ccccc2Cl)N(C(=O)c2sc3ccccc3c2Cl)C1(C)C	0	0.1	9	0.8	-10	9	-8	99	-7	-3
Cc1ccc2nc(-c3ccccc3)cc(C(=O)O)c2c1	-11	-0.2	1	-1.8	-1	-5	-6	100	-1	3
O=c1[nH]c(=O)n(C2OC(CO)C(O)C2O)cc1N1CCOCC1 (stereo not drawn)	-6	0.1	7	-2.5	-3	3	-6	133	9	0
CCOc1ccc2nc(NC(=O)Cn3c(C)csc3=O)sc2c1	-11	-0.1	4	-2.9	-7	-6	-6	97	10	-1
COc1cc(/C=N/n2nnnc2N)ccc1OCC(N)=O	11	-0.1	2	-1.5	12	3	nt	95	3	4
COc1ccc(C(=O)NCCS(=O)(=O)N2CCOCC2)cc1	-9	-0.1	1	-4.4	3	-8	-5	101	3	1
O=C(NC(=S)Nc1ccc(N2CCOCC2)cc1)c1cccc(Cl)c1Cl	-1	-0.1	-1	0.7	-8	2	nt	93	1	1
Cc1cc(OCCCC(=O)NC2=NCCS2)ccc1Cl	nt	0.2	-5	-1.5	-6	-8	-3	91	-5	0
COc1cc(C(=O)Nc2cccc(-c3nc4ccccc4o3)c2C)cc(OC)c1OC	-6	0.1	4	-1.5	-2	2	nt	102	1	2
CCc1cc(-c2n[nH]c(CCC(=O)O)c2-c2nc3ccccc3n2C)c(O)cc1O	-10	-0.5	-2	-2.8	-3	?	-4	95	-2	3
CC(=O)Nc1ccc(S(=O)(=O)N2CCCC2)cc1	-14	-0.2	16	-1.3	-2	3	-3	100	-1	0

# Additional structures follow:
Molecule	Vif imaging	aDG glyco act	MC4R antagonist	MC4R barr agon	H9c2 protect	PDI inh	CaV13 ICDI inh	ABCB6 inh MLPCN	HTR2A ag	N-glyco inh
COc1ccc(-c2nnc(SCC(=O)c3[nH]c(C)c(C(C)=O)c3C)o2)cc1	-2	1.9	4	6.3	-22	-2	-2	92	1	1
CN(Cc1nc(-c2ccc(Cl)cc2)no1)C(=O)CCN1C(=O)[C@H]2CC=CC[C@H]2C1=O	-7	0.4	3	-1.4	-4	1	-7	91	6	-2
CCOc1ccccc1NC(=O)CC(O)(C(F)(F)F)C(F)(F)F	0	0.5	5	-1.0	-1	-3	-4	92	1	0
Cc1nc2ccccc2nc1CC(O)(c1ccccc1)c1ccccc1	-2	0.1	-6	3.0	-9	-4	-14	105	2	1
CC(=O)Nc1ccc(-c2ccnc3c2CC(C)(C(=O)NCCN(C)C)O3)cc1 (stereo not drawn)	-2	-0.1	-1	-1.5	7	11	-10	85	-3	1
CC(=O)c1cc(F)c(N2CCN(C(=O)c3ccco3)CC2)cc1C	19	0.6	5	-1.1	-8	-3	-5	97	2	-1
CC(C)n1c(=O)c2ccccc2n1S(C)(=O)=O	nt	0.2	nt	nt	nt	nt	-10	134	4	nt
O=C1NC(c2cccs2)Nc2ccccc21 (stereo not drawn)	11	-0.2	2	-0.6	66*	4	nt	92	5	-6
Nc1ccc(S(=O)(=O)N2CCOCCOCCOCCOCCOCC2)cc1	-3	0.0	8	-2.2	9	-2	-20	99	4	-2
COC(=O)c1sc(NC(=O)COc2c(C)cccc2C)nc1C	-8	0.5	2	0.6	0	-1	nt	86	1	1
Cc1ccccc1NS(=O)(=O)c1ccc(C(=O)NCC(c2ccco2)N(C)C)cc1 (stereo not drawn)	-9	0.0	-5	-1.7	-3	-6	-6	89	-12	-3
COc1cc(C(C)=O)ccc1OCC(=O)NCC(c1ccc(F)cc1)N1CCOCC1 (stereo not drawn)	21	0.3	8	-0.6	3	20	-6	103	10	3
CCOC(=O)c1cc(-c2ccccc2)sc1NC(=O)CN1C(=O)c2ccccc2C1=O	4	0.0	4	-0.9	-3	9	nt	102	3	1
CCOC(=O)N1CCC(Nc2c(NCCN3CCN(Cc4ccccc4)CC3)c(=O)c2=O)CC1	nt	-0.1	14	1.3	-2	-5	-9	103	0	-1
Cn1c(SCC(=O)N/N=C/c2ccccn2)nnc1-c1ccccc1	0	0.0	14	-0.5	7	1	-5	96	4	2
Cc1cccc(C(=O)N2CCN(c3ccc(N4CCOCC4)nn3)CC2)c1	-13	2.2	15	-2.4	-3	-18	-2	95	-2	2
COc1ccc(CCn2cnc3c([nH]c4ccccc43)c2=O)cc1	4	-0.1	10	-1.0	16	3	-3	93	-1	-1
COCCN1C[C@@H](CO)O[C@@H](n2cnc3c(NCCO)ncnc32)C1	nt	-0.1	6	-0.4	4	-3	-14	95	-1	1
NS(=O)(=O)c1ccc(CCNC(=O)CCC(=O)c2cccs2)cc1	-3	0.2	-2	-2.6	2	-7	-7	101	5	3
